# MCF10A rereplic: DNA re-replication induction in MCF 10a cells. MCF 10A DNA re-replication, Hoechst nuclear intensity, 48 h. 2.9% of 350,000 active. Potency, µM (top dose mostly 46.1 µM), inactives show top-dose activity, positive = re-replication, hits mostly activators; note: potency is the fitted concentration of half-maximal effect; % of control where 0% means no effect; nearly all actives have a fitted effect of over 50% in size
# SW480 rerep: induces DNA re-replication in SW480 colon adenocarcinoma cells; SW480 DNA re-replication, Hoechst DNA content imaging, 48 h; 1.8% of 340,000 active; Potency, µM (titrated, usually from 46.1 µM), inactives show at the top dose re-replication activation, most hits filed as activators; AID 624297; note: potency is the fitted concentration of half-maximal effect; % of control where 0% means no effect; nearly all actives have a fitted effect of over 55% in size
#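 SW480 cells exposed to compounds for 48 hr at 37 C, 5% CO2, then Hoechst-stained 40 min. Nuclear DNA content imaged by fluorescence scanning (405 nm excitation, 500-530 nm emission); re-replication scored as increased high-intensity nuclei.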
# HT1080-NT tox: kills 2HG-producing HT-1080-NT fibrosarcoma cells | HT-1080-NT fibrosarcoma viability, CellTiter-Glo ATP luminescence, 48 h | Potency, µM (top dose mostly 46.1 µM), for the others: at the highest dose activity, negative = less viability, actives largely listed as cytotoxic | 1.6% of 360,000 active | AID 686970;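 note: NT is the 2HG producing partner of a matched IDH1 knockdown line; potency is the fitted concentration of half-maximal effect; 0% = DMSO-treated cells and -100% = media-only wells without cells; nearly all actives have a fitted effect of over 55% in size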
#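 Viability by CellTiter-Glo luminescence after 48 h compound exposure at 37C of HT-1080-NT cells (750/well, RPMI, 5% FBS). % activity scaled between DMSO wells and medium-only wells, then curve-fitted and categorized by curve class.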
# S2 tox: cell viability loss in ATXN counter-screen | S2 cells (HEK-293 line with an ATXN2-luciferase reporter) viability, CellTiter-Fluor protease fluorescence, 24 h | Potency, µM (series often up to 56.7 µM), usual class: cytotoxic | 0.49% of 400,000 active; note: potency is the fitted concentration of half-maximal effect; nearly all actives have a fitted effect of over 40% in size
# IL1B secr inh: inhibitors of inflammasome signaling (IL-1 beta secretion); activity change, % at 57.5 µM; 4.7% of 360,000 active; AID 743279; THP-1 LPS/ATP IL-1B secretion, AlphaLISA, 16 h; active compounds read low; in the data active = activity change below about -50%; inconclusive = mostly about -30% to -49%; note: % is set by controls: 0 for no effect and ±100 for the full control effect
#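 Secreted IL-1B measured by AlphaLISA bead assay after 16 h compound exposure of THP-1 cells; compounds (final up to 57.5 uM) added 1 h before LPS (250 ng/mL) and ATP (1.25 mM) stimulation; lower signal means less secretion.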
# KB-3-1 tox: KB-3-1 parental cell cytotoxicity | KB-3-1 viability, CellTiter-Glo ATP luminescence, 72 h | Potency, µM (highest dose often 46.1 µM), inactives show at the highest dose activity change, negative = cytotoxic, usual class: cytotoxic | 1.4% of 400,000 active | AID 1347075; note: potency is the fitted concentration of half-maximal effect; % is set by controls: 0 for no effect and ±100 for the full control effect; nearly all actives have a fitted effect of over 60% in size
#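 Cytotoxicity measured as CellTiter-Glo luminescence after 72 h at 37 C. Compound titrations were pinned onto drug-naive KB-3-1 parental adenocarcinoma cells grown in DMEM with 10% FBS, and normalized data fitted to concentration-response curves.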
# ATXN2 expr inh: inhibitors of ATXN2 expression | 0.72% of 360,000 active | HEK-293 ATXN2-luciferase reporter, luminescence, 24 h | Potency, µM (highest dose often 57 µM), for the others: at the top dose activity change, negative = inhibition, hits mostly inhibitors; note: potency is the fitted concentration of half-maximal effect; % is set by controls: 0 for no effect and ±100 for the full control effect; nearly all actives have a fitted effect of over 55% in size
#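 ATXN2-luciferase reporter cells (luciferase flanked by upstream and downstream ATXN2 gene portions) were treated 24 h at 37 °C with compounds at up to 57 uM. SteadyGlo luminescence gave expression; GF-AFC fluorescence gave viability.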
# HT1080 IDH1KD tx: kills HT-1080 cells with IDH1 knockdown; HT-1080 IDH1 knockdown viability, ATP luminescence, 48 h; Potency, µM (highest dose often 46.1 µM), without a hit: top-dose activity, negative = toxicity, actives largely listed as cytotoxic; 2% of 360,000 active;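 note: potency is the fitted concentration of half-maximal effect; 0% = DMSO wells and -100% = cell-free medium wells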
#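 IDH1KD HT-1080 cells, 750/well, RPMI + 5% FBS; compound pinned after 2 h settling; 48 h, 37 °C; CellTiter-Glo luminescence; % activity normalised to DMSO and no-cell wells; curves fitted, classed by r2 and efficacy.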
# KB-V1 cytotox: kills drug-selected multidrug resistant KB-V1 cells | Potency, µM (titrated, usually from 46.1 µM), for inactives: at the highest dose activity change, negative = cytotoxicity, actives largely listed as cytotoxic | KB-V1 MDR cells viability, CellTiter-Glo, 72 h | AID 1347076 | 3.4% of 400,000 active; note: potency is the fitted concentration of half-maximal effect; % is set by controls: 0 for no effect and ±100 for the full control effect; nearly all actives have a fitted effect of over 60% in size
#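 Luminescent ATP read-out (CellTiter-Glo, 10 min) measures survival of drug-selected KB-V1 MDR cells after 72 h, 37 degrees C compound exposure. Medium: phenol-red-free DMEM, 10% FBS. Values from fitted concentration-response curves.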
# An asterisk follows results filed as active; i = inactive; ? = inconclusive; · = no result given; [ ] = remark or other dose. Unless noted, calls come from the whole dose curve; as a rule, active = well fitted curve in the direction sought with a large enough effect; inconclusive = small, poorly fitted or top-dose-only effect, or another doubt; inactive = no such curve, though single readings can be large; an effect the other way counts as inactive or inconclusive.
No.	molecule	MCF10A rereplic	SW480 rerep	HT1080-NT tox	S2 tox	IL1B secr inh	KB-3-1 tox	ATXN2 expr inh	HT1080 IDH1KD tx	KB-V1 cytotox
1	COc1ccc(Cc2nc3ccc(C(=O)N(C)Cc4cc(C)[nH]n4)cc3o2)cc1OC	0%	?	2%	i	0	4%	-10%	-2%	4%
2	O=C(Cn1nnc2ccccc21)OCc1ccccc1	0.65µM*	-2%	5%	?	14	0%	-34%	-1%	0%
3	CC(C)(C)c1nc(N2CCN(C(=O)c3ccco3)CC2)c2nnn(Cc3ccccc3)c2n1	8.2µM*	?	?	i	-52*	?	-35%	?	?
4	O=C(NCC(c1ccco1)N1CCc2ccccc2C1)C(=O)Nc1ccccc1F (configuration not stated)	?	-2%	6%	i	-5	-11%	4%	-4%	?
5	CC1Cc2ccccc2N1C(=O)CN1C(=O)NC(C)(c2ccc3c(c2)OCCO3)C1=O (configuration not stated)	0%	-9%	5%	i	11	?	-8%	10%	?
6	CCn1c(SCC(=O)NC2CC2)nnc1-c1csc(C)c1	-12%	-4%	8%	i	-9	8%	5%	-1%	-2%
7	C/C(=N\NC(=O)c1nnn(-c2nonc2N)c1-c1ccc2c(c1)OCO2)c1ccc(C)cc1	?	?	1%	i	11	-3%	3%	-18%	16%
8	COc1ccc(C(=O)NNC(=O)COc2ccc(Cl)cc2C)cc1S(=O)(=O)N1CCOCC1	12%	-35%[inhibitor]	-1%	i	10	6%	-10%	-7%	4%
9	CCOC(=O)c1cn(C2CC2)c2c(F)c(F)c(F)cc2c1=O	-57%[inhibitor]	?	6%	i	21	1%	-12%	5%	7%
10	CCOC(=O)N1CCN(S(=O)(=O)c2ccc(C(=O)Nc3sc4c(c3C#N)CCC4)cc2)CC1	4%	-1%	10%	i	6	-3%	14%	3%	?
11	CCN(C1CCCCC1)S(=O)(=O)CCNC(=O)c1ccc(OC)cc1	·	·	9%	i	-6	0%	·	7%	?
12	COC(=O)c1ccc(CC2(C)C(=O)Nc3ccc(-c4cccc(C(F)(F)F)c4)cc32)o1 (configuration not stated)	·	·	?	32µM*	-24	?	?	?	?
13	CCOC(=O)C1C(CC)NC(=S)NC1(C)O (configuration not stated)	17%	4%[1.84 µM]	2%	i	-1	1%	-3%	-5%	0%
14	Cc1ccccc1NC(=S)N/N=C/c1ccc(O)cc1O	18%	19%	?	?	72	?	?	10µM*	-24%
15	Cc1ccc(-c2ccc(/C=N\NC(=O)C3C(=O)NCC3c3ccccc3)o2)cc1Cl (configuration not stated)	?	?	?	?	-55*	-3%	?	?	0%
16	O=C(Cn1ncc2c3ccccc3n(Cc3ccccc3)c2c1=O)NCCCN1CCCC1	?	?	-20%	i	-7	11%	-26%	-24%	?
17	O=C(c1ccccc1Oc1ccccc1)N1CCN(c2ccc(F)cc2)CC1	-6%	1%	-3%	i	-10	-6%	0%	?	?
18	CCOc1cc([N+](=O)[O-])c2nc(N)sc2c1	-1%	1%	1%	i	20	?	30%	-1%	?
19	COc1ccc(-c2csc(N3CCC(C(N)=O)(N4CCCCC4)CC3)n2)cc1	-2%	26%	?	?	-77*	14%	-37%	-2%	?
20	CCOc1ccccc1C(=O)NCCCCCC(=O)O	-7%	-14%	19%	i	21	0%	7%	14%	?
21	Cc1ccc(OC(=O)C2CCN(C(=O)c3ccccc3C)CC2)c(Br)c1	-2%	-2%	-1%	i	-5	0%	6%	-2%	-20%
22	C/C(=N\Nc1ccc(F)cc1F)c1ccccc1O	15%	15%	?	i	-21	3%	0%	?	2%
23	COc1ccccc1CC(=O)NNC(=O)c1ccc(C(C)(C)C)cc1	0%	-3%	6%	?	-8	·	4%	11%	·
24	Cc1sc(NC(=O)COc2ccccc2)c(C#N)c1-c1ccccc1	-3%	-6%	6%	?	-18	2%	13%	4%	16µM*
25	COc1ccc2c(c1)CCO[C@]21O[C@H](CCO)C[C@H](O)[C@H]1O	·	·	1%	i	-7	-8%	5%	-1%	9%
26	O=c1cc(CN2CCc3ccccc32)nc2sccn12	?	12%[9.22 µM]	-5%	i	-18	0%	2%	-7%	-20%
27	Cc1cccc(N(C(=O)Nc2ccccc2)C2=NCC(C)S2)c1 (configuration not stated)	9%	-1%	0%	i	-2	-6%	27%	6%	0%
28	CN(C)c1nc(Oc2ccc(=O)[nH]n2)nc(N2CCCCC2)n1	-185%[0.0737 µM]	-26%	3%	i	43	5%	8%	1%	-7%
29	COc1cccc(Oc2ccc3nnc(C(F)(F)F)n3n2)c1	5%	1%	-14%	i	62	-5%	0%	1%	0%
30	Cc1c(C(=O)NCCSCc2cccc(C(F)(F)F)c2)cnn1-c1ccc(F)cc1	21%	-3%	-1%	?	-24	2%	·	4%	?

# Fetched by compound from the list above:
No.	molecule	MCF10A rereplic	SW480 rerep	HT1080-NT tox	S2 tox	IL1B secr inh	KB-3-1 tox	ATXN2 expr inh	HT1080 IDH1KD tx	KB-V1 cytotox
19	COc1ccc(-c2csc(N3CCC(C(N)=O)(N4CCCCC4)CC3)n2)cc1	-2%	26%	?	?	-77*	14%	-37%	-2%	?
4	O=C(NCC(c1ccco1)N1CCc2ccccc2C1)C(=O)Nc1ccccc1F (configuration not stated)	?	-2%	6%	i	-5	-11%	4%	-4%	?

# A section of the results above, as a working copy:
No.	molecule	MCF10A rereplic	SW480 rerep	HT1080-NT tox	S2 tox	IL1B secr inh	KB-3-1 tox	ATXN2 expr inh	HT1080 IDH1KD tx	KB-V1 cytotox
24	Cc1sc(NC(=O)COc2ccccc2)c(C#N)c1-c1ccccc1	-3%	-6%	6%	?	-18	2%	13%	4%	16µM*
25	COc1ccc2c(c1)CCO[C@]21O[C@H](CCO)C[C@H](O)[C@H]1O	·	·	1%	i	-7	-8%	5%	-1%	9%

# Next compounds follow.
No.	molecule	MCF10A rereplic	SW480 rerep	HT1080-NT tox	S2 tox	IL1B secr inh	KB-3-1 tox	ATXN2 expr inh	HT1080 IDH1KD tx	KB-V1 cytotox
31	C=CCNc1nc(-c2cc3ccccc3o2)cs1	5%	73%	4%	i	-95*	-29%	63%[activator]	2%	?
32	CCOc1ccccc1Nc1nc(-c2sc(C)nc2C)cs1	?	?	-5%	i	-23	?	-5%	-30%	?
33	CCOC(=O)Cc1csc(NC(=O)C(C)Oc2ccc3c(C)cc(=O)oc3c2)n1 (configuration not stated)	-11%	-1%	-1%	i	13	0%	-3%	0%	-15%
34	CCOC(=O)CCC(=O)Nc1ccc(S(=O)(=O)Nc2cc(OC)nc(OC)n2)cc1	?	-4%	0%	i	14	3%	-3%	4%	0%
35	Cc1ccc(C(C(=O)NC(C)(C)C)N(CC2CCCO2)C(=O)Cn2nnc(-c3ccc(C)o3)n2)cc1 (configuration not stated)	8%	?	4%	i	-14	9%	-12%	-4%	1%
36	COC(=O)C(CSCc1ccccc1)NC(=O)CSc1nc(C)cc(=O)[nH]1 (configuration not stated)	2%	-4%	12%	i	-20	-1%	-15%[11.3 µM]	10%	7%
37	CN(C)CCN(C(=O)c1ccc2ccccc2c1)c1nc2c(F)cccc2s1	-2%	14%	0%	i	-21	12%	2%	6%	54%
38	C(=NN1CCCCCC1)c1ccc2ccccc2n1	13%	-1%	6.5µM*	i	-4	?	?	?	-22%
39	O=C(CCS(=O)(=O)c1ccc(Br)cc1)NCc1ccc(F)cc1	0%	-5%	8%	i	0	1%	·	6%	-16%
40	CC(=O)c1c(C)[nH]c(C(=O)CSc2nc3ccccc3n2C)c1C	?	-3%	0%	i	-11	-12%	-14%	-5%	?
41	Cc1ccc(OCCn2c(C3CC(=O)N(Cc4ccc(F)cc4)C3)nc3ccccc32)c(C)c1 (configuration not stated)	·	·	·	?	·	?	?	·	?
42	CC1Cc2ccccc2N1C(=O)CCS(=O)(=O)c1ccc2c(c1)NC(=O)CS2 (configuration not stated)	1%	1%	-5%	i	0	-6%	5%	0%	-26%
43	Cn1c(Cl)nc2c1c(=O)n(Cc1cccc(Br)c1)c(=O)n2C	-2%	-19%	-5%	i	-2	-6%	0%	-6%	0%
44	COc1ccc(-n2c(C)nc3c(cnn3-c3ccc(Cl)cc3)c2=O)cc1	0%	3%	-24%	?	-13	?	-3%	?	0%
45	COc1ccc(NC(=O)c2c(C)nn(-c3ccccc3)c2Cl)cc1	6%	-69%[inhibitor]	6%	i	1	?	0%	3%	0%
46	CCN(C(=O)CN1CCN(c2cccc(Cl)c2)CC1)c1c(N)n(Cc2ccccc2)c(=O)[nH]c1=O	-1%	-5%	-1%	i	-5	10%	-1%	-7%	-1%
47	COc1cccc(CNC(=O)CN(C)S(=O)(=O)c2cccc3cccnc23)c1	1%	-1%	11%	i	22	-6%	-7%	2%	-22%
48	CCOc1ccc(N/C(N)=N/c2nc(CSc3nnnn3-c3ccccc3)cc(=O)[nH]2)cc1	5%	2%	-1%	i	0	?	-1%	5%	1%
49	CC(NC(=O)c1cccc(F)c1)C1CC2CCC1C2 (configuration not stated)	11%	0%	2%	i	1	0%	9%	8%	-16%

# Arranged by value in IL1B secr inh (highest first): four from the list above.
item | Molecule | IL1B secr inh
39 | O=C(CCS(=O)(=O)c1ccc(Br)cc1)NCc1ccc(F)cc1 | 0
21 | Cc1ccc(OC(=O)C2CCN(C(=O)c3ccccc3C)CC2)c(Br)c1 | -5
35 | Cc1ccc(C(C(=O)NC(C)(C)C)N(CC2CCCO2)C(=O)Cn2nnc(-c3ccc(C)o3)n2)cc1 (configuration not stated) | -14
37 | CN(C)CCN(C(=O)c1ccc2ccccc2c1)c1nc2c(F)cccc2s1 | -21
